KAT2A inh: blocks human GCN5L2 histone acetyltransferase; Q92830; GCN5L2 HAT assay, ThioGlo1 CoA-SH fluorescence; Potency, µM (top dose mostly 58.9 µM), inactives show top-dose activity change, negative = inhibition, usual class: inhibitors; actives 0.21% (n = 390,000)
Target sequence (Q92830 whole entry, looked up): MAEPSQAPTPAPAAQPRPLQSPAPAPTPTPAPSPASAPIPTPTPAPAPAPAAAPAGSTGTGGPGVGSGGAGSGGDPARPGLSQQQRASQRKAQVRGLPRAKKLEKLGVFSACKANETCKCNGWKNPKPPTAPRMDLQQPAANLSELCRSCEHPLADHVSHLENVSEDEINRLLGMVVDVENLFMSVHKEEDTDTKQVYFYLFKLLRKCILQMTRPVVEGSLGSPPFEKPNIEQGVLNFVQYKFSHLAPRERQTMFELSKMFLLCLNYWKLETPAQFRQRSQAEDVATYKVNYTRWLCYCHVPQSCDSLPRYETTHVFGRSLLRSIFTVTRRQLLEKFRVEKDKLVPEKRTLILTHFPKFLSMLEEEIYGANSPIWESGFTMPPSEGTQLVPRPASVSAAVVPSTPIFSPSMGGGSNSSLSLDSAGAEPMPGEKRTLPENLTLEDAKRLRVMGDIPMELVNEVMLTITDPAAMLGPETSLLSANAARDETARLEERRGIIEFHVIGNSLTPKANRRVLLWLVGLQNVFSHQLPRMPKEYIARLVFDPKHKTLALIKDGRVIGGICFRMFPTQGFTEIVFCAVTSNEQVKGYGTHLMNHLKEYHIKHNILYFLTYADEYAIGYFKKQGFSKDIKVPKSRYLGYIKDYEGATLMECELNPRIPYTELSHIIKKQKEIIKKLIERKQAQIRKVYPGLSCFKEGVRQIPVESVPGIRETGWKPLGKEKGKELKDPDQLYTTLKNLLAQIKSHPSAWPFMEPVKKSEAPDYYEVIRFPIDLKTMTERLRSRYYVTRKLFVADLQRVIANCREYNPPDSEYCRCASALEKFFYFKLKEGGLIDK
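Fluorescence readout, Ex340nm/Em540nm: ThioGlo1 (50uM final) reacts with free CoA thiol released as 20nM GCN5L2 acetylates H3(1-25) peptide (75uM) using acetyl-CoA (70uM). Compound and enzyme sat 15 min beforehand; 20 min room-temperature reaction.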
DT40 TDP1 CPT: DT40-hTDP1 cell growth loss with CPT | AID 686979 | actives 12% (n = 420,000) | chicken DT40 Tdp1-/-;hTDP1 cells + 20 nM CPT, ATP luminescence, 48 h | Potency, µM (highest dose often 46.2 µM), without a hit: at the top dose activity change, negative = growth inhibition, most hits filed as inhibitors; note: nearly all actives have a fitted effect of over 55% in size
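Chicken DT40 Tdp1-/- cells complemented with human TDP1, 400 cells/well, exposed to compounds plus 20 nM camptothecin for at least 48 h at 37 C; viability read as ATP content by CellTiter-Glo luminescence.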
DT40 TDP1 no CPT: qHTS for Inhibitors of human tyrosyl-DNA phosphodiesterase 1 (TDP1): qHTS in cells in absence of CPT; Potency, µM (titrated, usually from 46.2 µM), for the others: at the highest dose activity change, negative = growth inhibition, hits mostly inhibitors; actives 15% (n = 420,000); DT40 Tdp1-/- hTDP1 cells, no CPT, ATP luminescence, 48 h; note: nearly all actives have a fitted effect of over 55% in size
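A cellular qHTS used chicken DT40 cells lacking endogenous Tdp1 but carrying stably transfected human TDP1. Compounds were applied without camptothecin, and cell growth kinetics were judged by ATP-dependent luminescence after ≥48 hr.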
Active calls of the source: *; ? = inconclusive; . = not tested or not shown; & = joins results of further samples. Calls come from the whole dose curve; as a rule, active = well fitted curve in the direction sought with a large enough effect; inconclusive = small, poorly fitted or top-dose-only effect, or another doubt; inactive = no such curve, though single readings can be large; an effect the other way counts as inactive or inconclusive. % is set by controls: 0 for no effect and ±100 for the full control effect; potency is the fitted concentration of half-maximal effect.

Values in the order – DT40 TDP1 CPT, KAT2A inh, DT40 TDP1 no CPT
1: Cc1cc(C)nc(SCc2ccc(C(=O)NN=C3C4CC5CC(C4)CC3C5)cc2)n1
    8%, -2%, ?
2: O=C(CCNS(=O)(=O)c1cccc2nsnc12)NCc1cccs1
    -19%, 0%, -17%
3: C=C(C)COc1ccc(-c2n[nH]c(C)c2-c2ccc(OC)cc2)c(O)c1
    ?, -11%, ?
4: CCCCn1c(O)c2n(c1=O)Cc1ccccc1N=C2c1ccc(C)cc1
    -27%, ., -14%
5: O=C(COc1cccnc1[N+](=O)[O-])N1CCN(C(=O)c2ccco2)CC1
    -3%, -4%, -6%
6: CC(NC(=O)COC(=O)c1ccc2c(c1)OCO2)c1ccccc1 (centres undefined)
    12%, -10%, 3%
7: O=C(Nc1cccc(C(=O)NC2CCCC2)c1)c1ccccc1
    ?, 15%, ?
8: Cc1nn(C(=O)c2cccc([N+](=O)[O-])c2)c(C)c1Sc1ccccc1
    5%, -6%, -19%
9: CCSc1nnc(CNc2ccc(C)cc2)n1C
    ?, -5%, -2%
10: Cn1c(=O)c2cc(NC(=O)NCCc3ccccc3)ccc2n1Cc1ccccc1
    -30%, ., ?
11: CCC/C(=N\NC(=O)c1csc(C)c1C)c1cccs1
    ?, 2%, ?
12: Cc1cnc(C(=O)OCC(=O)c2ccc(F)cc2)cn1
    -2%, -16%, 11%
13: CC(C)(C)CC(=O)N1CCN(c2ccc(S(=O)(=O)N3CCOCC3)cc2[N+](=O)[O-])CC1
    ?, 0%, ?
14: Cc1cc(C)n2nc(SCC(=O)c3c(N)n(CC(C)C)c(=O)n(C)c3=O)nc2n1
    ?, -5%, ?
15: CCCc1nc2cc(Cl)c([N+](=O)[O-])cc2o1
    2%, -16%, -19%

Part of the list above in order of SMILES length, falling.
Values in the order – DT40 TDP1 CPT, KAT2A inh, DT40 TDP1 no CPT
1: Cc1cc(C)nc(SCc2ccc(C(=O)NN=C3C4CC5CC(C4)CC3C5)cc2)n1
    8%, -2%, ?
8: Cc1nn(C(=O)c2cccc([N+](=O)[O-])c2)c(C)c1Sc1ccccc1
    5%, -6%, -19%
3: C=C(C)COc1ccc(-c2n[nH]c(C)c2-c2ccc(OC)cc2)c(O)c1
    ?, -11%, ?
4: CCCCn1c(O)c2n(c1=O)Cc1ccccc1N=C2c1ccc(C)cc1
    -27%, ., -14%
12: Cc1cnc(C(=O)OCC(=O)c2ccc(F)cc2)cn1
    -2%, -16%, 11%

Continued:
Values in the order – DT40 TDP1 CPT, KAT2A inh, DT40 TDP1 no CPT
16: COc1ccc2c(c1)c(=O)c(C(=O)c1ccccc1)cn2CC(=O)Nc1ccc2c(c1)OCO2
    ?, -14%, -4%
17: CCN1CCN(C(=O)C2CCN(C(=O)Nc3ccccc3)CC2)CC1
    0%, 4%, 12%
18: O=C(CSc1nccn1-c1cccc(Cl)c1)NO
    ?, -1%, -23%
19: O=C(N/N=C/c1c(O)ccc2ccccc12)c1ccc(Br)o1
    5.2µM*, -11%, 4.6µM*
20: O=C(O)COc1ccccc1/C=N/NC(=O)CSc1nnc(SCc2ccccc2)s1
    ?, -9%, -24%
21: NC(=O)c1c[nH]c2ccccc12
    25%, 0%, 0%
22: C/C=C/C(=O)OCC(=O)Nc1ccc(OC)c(Cl)c1
    -4%, 1%, -4%
23: CCc1nc(N2CCN(Cc3ccc4c(c3)OCO4)CC2)c2oc3ccccc3c2n1
    26µM*, ?, 26µM*
24: CCOc1ccccc1NC(=O)CCS(=O)(=O)c1ccc(OC)cc1
    ?, -6%&18%, -27%&-16%
25: CCOC(=O)c1sc(NC(=O)Nc2ccc(Cl)cc2)nc1C
    ?, -10%, 23µM*
26: Cn1c(SCC(=O)Nc2ccc3[nH]c(=O)[nH]c3c2)nnc1-c1ccccc1
    3%, -15%, -2%
27: CCN(CC)C(=O)CSc1nc2ccc(NC(=O)CSc3nnc(COc4ccccc4C)n3C)cc2s1
    ?, ?, ?
28: N#CC1=C(N)Oc2cc(N)ccc2C1c1cc(Br)cs1 (centres undefined)
    ?, 3%, ?
29: Cc1cc(C=O)c(C)n1-c1ccc(N2CCOCC2)cc1
    ?, -4%, ?
30: Cc1nc2ccc(NC(=O)N3CCOCC3)cc2nc1C
    -8%, -8%, 1%

Values in list order from above.
Nos. 17 to 23 in KAT2A inh read 4%, -1%, -11%, -9%, 0%, 1%, ?

Carrying on:
Values in the order – DT40 TDP1 CPT, KAT2A inh, DT40 TDP1 no CPT
31: COc1cccc(C(=O)N2CCN(C(=O)c3cccs3)CC2)c1OC
    2%, 1%, 0%
32: CN(C)C(CNC(=O)CCCN1C(=O)c2cccc3cccc(c23)C1=O)c1ccccc1 (centres undefined)
    ?, -3%, ?
33: O=C1c2ccccc2C(=O)N1c1cccnc1
    -9%, ., -9%
34: COc1ccccc1CNC(=O)C1CCN(Cc2nc(-c3cccc(Cl)c3)oc2C)CC1
    21µM*, -14%, ?
35: COC(=O)c1ccc(CNC(=O)c2ccc3c(c2)S(=O)(=O)N=C2CCCCCN23)cc1
    2%, -7%, 13%
36: CC(=O)c1cccc(-c2cnc3c(NC=O)cc(-c4ccc(N5CCN(C)CC5)cc4)cn23)c1
    ?, ., 16µM*
37: Cc1cc(C)cc(OCC(=O)NNC(=O)CC(C)c2ccccc2)c1 (centres undefined)
    -23%, ., -30%
38: COC(=O)c1cc(S(=O)(=O)NCC2CCN(Cc3cccc(F)c3)CC2)c[nH]1
    ?, -8%&-8%, -5%&-12%
39: CN(C(=O)COC(=O)CNC(=O)c1ccc2ccccc2c1)c1c(N)n(Cc2ccccc2)c(=O)[nH]c1=O
    18%, -5%, -4%
40: COc1ccc(Br)cc1CN1CCN(C(=O)c2ccc(F)cc2)CC1
    ?, -8%, 21µM*
41: CCCCN(CC)C(=O)CSc1nc2c(sc(=S)n2-c2ccc(OCC)cc2)c(=O)[nH]1
    -16%, -2%, 2%
42: CCOc1cc(NC(=S)NCCCN2CCOCC2)c(OCC)cc1NC(=O)c1ccccc1C
    -4%, 1%, 4%
43: O=[N+]([O-])c1ccc(N2CCN(c3ccccc3)CC2)nc1
    1%, -21%, -8%
44: CCOC(=O)CN1C(=O)N[C@@H](c2cccc(F)c2)C(C(C)=O)=C1C
    -32%, ., -18%
45: Cc1cccc(N(C(=O)c2snc(C(N)=O)c2N)C(C(=O)NCC2CCCO2)c2cccs2)c1 (centres undefined)
    -88%, -8%, 0.41µM*
46: Cn1c(N)c(C(=O)Nc2ccccc2)c(=O)[nH]c1=O
    13%, ., -23%
47: CC(=O)N1CCc2c(sc(NC(=O)CS(=O)(=O)c3ccc(F)cc3)c2C#N)C1
    ?, -24%, -106%
48: COc1ccc(Br)cc1/C=N/NC(=O)c1ccc(COc2ccc3c(c2)CCC3)o1
    -8%, -19%, ?
49: CCOC(=O)C1(C(=O)OCC)NC(=O)CC1CC(C)C (centres undefined)
    1%, ., 7%
50: O=C(NCc1cccs1)c1cc(S(=O)(=O)N2CCOCC2)ccc1N1CCCC1
    7%, -4%, -2%
51: CCn1cc(C(=O)NC(C)C2CC3CCC2C3)cn1 (centres undefined)
    -4%, -5%, 0%
52: O=S(=O)(/C=C/c1ccccc1)N1CCN(Cc2ccccc2)CC1
    2%, 10%, -22%
53: COCCCn1c(SCC(=O)NC2CCS(=O)(=O)C2)nnc1-c1ccc(Cl)cc1 (centres undefined)
    5%, 0%, -9%
54: O=C(Cc1ccccc1)NCc1n[nH]c(=S)n1-c1ccc(Br)cc1
    ?, -7%, ?
55: CC(NC(=O)CN1C(=O)COc2ccc(S(=O)(=O)N3CCCCCC3)cc21)c1ccccc1 (centres undefined)
    ?, -1%, ?
56: O=C(c1cc(S(=O)(=O)N2CCOCC2)ccc1F)N1CCN(Cc2ccccc2)CC1
    -18%, -1%, ?
57: Cc1ccc(NC(=O)c2ccc(OC(=O)c3ccco3)cc2)cc1
    -18%, 3%, -14%
58: S=C1SCN(CC2CC2)CN1CC1CC1
    0.58µM*, -1%, 4.6µM*
59: COc1ccc(CNC(=O)C[C@H]2C(=O)N(Cc3ccccc3)C[C@@H]2Cc2ccccc2)cc1
    ?, -9%, 18µM*
60: CC(=O)c1ccc(NC(=O)N[C@@H](Cc2ccccc2)C(=O)O)cc1
    -3%, 1%, -3%
61: COc1ccc(S(=O)(=O)N2CCC(C(=O)NCC3CCCO3)CC2)cc1Cl (centres undefined)
    -4%, 0%, 1%
62: COc1ccc(C2/C=C\CN(C(=O)Nc3ccccc3)CC(=O)N2Cc2ccc(F)cc2)cc1 (centres undefined)
    ?, -2%, ?
63: Cc1nn(Cc2ccc(F)cc2)c(C)c1NC(=O)c1cnn2c1NC(c1ccccc1)CC2C(F)(F)F (centres undefined)
    -20%, -8%, -5%
64: Cc1ccc(NC(=O)CSc2ccc3c(c2)OCCO3)c(O)c1
    18µM*, -6%, ?
65: CCc1cccc(CC)c1NC(=O)c1ccc2c(c1)CCN2S(=O)(=O)c1ccccc1
    0%, -3%, 0%
66: CCOC(=O)N1CCC(NC(=O)c2cc(C(=O)NCC(OC)OC)ccc2CO)CC1
    15%, -2%, -3%
67: COc1ccc(-c2nc(CSCC(=O)NCCc3ccccc3)c(C)o2)cc1
    ?, -2%, ?
68: Cc1ccsc1C1C(C#N)=C(N)Oc2n[nH]c(C)c21 (centres undefined)
    ?, -10%, ?
69: Cc1cc2nc(C3CCCN(C(=S)Nc4ccccc4C)C3)[nH]c2cc1C (centres undefined)
    -18%, -3%, ?
70: Cc1ccccc1S(=O)(=O)N1C[C@H]2CON(C)[C@H]2C[C@H]1c1cccc(-c2ccc(C#N)cc2)c1
    21µM*, ., ?
71: O=C(Cc1ccc(F)cc1)Nc1ccc(Cl)cn1
    5%, -1%, -2%
72: CCc1ccccc1NC(=O)CN(c1ccc(OC)cc1OC)S(=O)(=O)c1ccccc1[N+](=O)[O-]
    ?, -5%, ?
73: COc1ccc(-c2[nH]ncc2CN(C)Cc2cnccn2)c(OC)c1
    -1%, 0%, 2%
74: O=C1CCC(C(=O)N(c2ccccc2)C2(C(=O)NC3CCCCC3)CCCCC2)N1 (centres undefined)
    10%, 1%, -1%
75: O=C(CCNC(=O)c1ccccc1)Nc1ccc(F)c(Cl)c1
    -21%, 25%, -29%
76: N#Cc1ccc(OCC(=O)Nc2nc(-c3ccncc3)cs2)cc1
    -22%, 1%, 14%
77: O=C1CN(C(=O)COc2ccc(Br)cc2Br)c2ccccc2N1
    4%, -3%, 2%
78: O=C(c1cn(CCOc2ccccc2F)c2ccccc12)C1CCCCC1
    ?, -6%, 16µM*
79: CC(=O)Oc1c(Cl)c(N2CCOCC2)c(OC(C)=O)c2ccccc12
    21µM*, -10%, 16µM*
80: O=S(=O)(c1ccc2c(c1)OCCO2)N1CCN(c2nc(-c3cccs3)nc3ccccc23)CC1
    ?, ., ?
81: Cc1nc(=O)c(-c2ccccc2)c(C)n1Cc1ccccc1
    -2%, -2%, -1%
82: CCCc1cc(=O)[nH]c(SC/C=C/c2ccccc2)n1
    -29%, ., -20%
83: C=CCNc1nc(Nc2ccc(OC)cc2OC)nc(OCC)n1
    16µM*, 0%, ?
84: CC(=O)COc1ccc2c(c1C)O/C(=C\c1ccco1)C2=O
    ?, -2%, -28%
85: CC(C)COC(=O)c1ccc2c(c1O)C(=O)c1ccccc1C2=O
    ?, -3%, 23µM*
86: CCOC(=O)C(NC(C)=O)(Nc1ccc(S(=O)(=O)Nc2nccs2)cc1)C(F)(F)F (centres undefined)
    -2%, 4%, 0%
87: COc1cc2c(cc1OC)CN(Cc1cc(=O)n3c(-c4ccccc4)csc3n1)CC2
    ?, -7%, ?
88: CCOc1ccccc1NC(=O)CN(c1ccc(OC)cc1)S(=O)(=O)c1c(C)noc1C
    2.9µM*, -5%, 3.3µM*
89: Cc1ccccc1N=Cc1c(O)n(-c2nccs2)c(=O)c2ccccc12
    ?, -10%, ?
90: COc1ccc(S(=O)(=O)N(C)C[C@H]2Oc3ccc(NS(=O)(=O)c4c(C)noc4C)cc3C(=O)N([C@H](C)CO)C[C@@H]2C)cc1
    -18%, -8%, -9%

New compounds follow.
Values in the order – DT40 TDP1 CPT, KAT2A inh, DT40 TDP1 no CPT
91: CC(C)(O)CN(C(=O)C(c1ccccc1)c1ccccc1)C1CCCCC1
    ?, ., ?
92: C=CCn1c(SCC(=O)N2CCCC2)nc2scc(-c3cccs3)c2c1=O
    -1%, ?, ?
93: COc1ccc(C(=O)NCCSCc2ccc(C)cc2)cc1
    -19%, -6%, ?
94: CCc1nc2ccccc2c(C(=O)Oc2ccc(C(=O)OC)cc2)c1C
    0%, -7%, -5%
95: O=C(N/C(=C/c1cccc([N+](=O)[O-])c1)C(=O)N1CCCC1)c1ccccc1
    3%, 4%, -26%
96: Cc1ccc(-n2c(=O)[nH]c3sc4c(c3c2=O)CCNC4)cc1C
    ?, -5%, 1%

Bioassay records deposited in PubChem by National Center for Advancing Translational Sciences (NCATS).
